p53 reactivator = restores transcriptional activity of mutant p53 | H1299 p53-A138V BP100-luciferase reporter, luminescence, 24 h | Potency, µM (top dose mostly 92.2 µM), for the others: at the highest dose activity change, positive = activation, most hits filed as activators | 320,000 tested, 0.063% active | AID 504706; further: % of control where 0% means no effect; nearly all actives have a fitted effect of over 45% in size
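H1299 (p53-null), stable ts p53-A138V + BP100-Luc; 1000 cells/well, Opti-MEM/10% FBS; cpd 4 pt, 1:5; 24 h, 37 deg C, 5% CO2; detection reagent 10 min RT; luminescence.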
FLuc counter = counter-screen for miR-21 project: firefly luciferase inhibitors or activators; P08659; purified FLuc, Km substrates, luminescence inhibition; Potency, µM (doses to about 57.5 µM), for the others: at the highest dose activity change, negative = inhibition, actives largely listed as inhibitors; 360,000 tested, 6.9% active; AID 588342;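 further: plate controls were vehicle for no effect and reference inhibitor for full effect; nearly all actives have a fitted effect of over 55% in size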
Target sequence (P08659 whole entry, looked up): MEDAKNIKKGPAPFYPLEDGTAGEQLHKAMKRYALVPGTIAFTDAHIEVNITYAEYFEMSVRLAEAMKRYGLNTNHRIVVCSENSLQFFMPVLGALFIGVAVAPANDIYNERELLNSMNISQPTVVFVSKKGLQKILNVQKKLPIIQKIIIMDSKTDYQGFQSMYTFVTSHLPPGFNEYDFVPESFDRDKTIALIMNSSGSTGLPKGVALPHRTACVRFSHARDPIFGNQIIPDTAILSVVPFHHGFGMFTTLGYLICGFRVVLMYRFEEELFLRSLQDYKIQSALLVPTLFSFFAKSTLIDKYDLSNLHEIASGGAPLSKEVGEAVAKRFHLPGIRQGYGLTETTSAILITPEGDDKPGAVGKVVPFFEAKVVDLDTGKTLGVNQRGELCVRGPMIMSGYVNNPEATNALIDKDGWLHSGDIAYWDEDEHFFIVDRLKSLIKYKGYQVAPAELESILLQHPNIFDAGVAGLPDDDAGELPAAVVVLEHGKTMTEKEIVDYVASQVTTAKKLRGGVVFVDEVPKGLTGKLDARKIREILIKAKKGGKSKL
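Purified P. pyralis luciferase (10nM final) with 10uM D-luciferin and 10uM ATP (Km levels) in 50mM Tris acetate pH 7.5, 10mM Mg acetate, 0.01% Tween-20, 0.05% BSA; qHTS 6-point titration, ~60 µM downward; luminescence read.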
NPC1 prom act = activates the NPC1 promoter. Huh7 NPC1 promoter luciferase reporter, 24 h. Potency, µM (titrated, usually from 9.22 µM), for inactives: at the highest dose activation, usual class: activators. 320,000 tested, 2.4% active;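 further: % of control where 0% means no effect; nearly all actives have a fitted effect of over 60% in size; reporter is driven by a mutant NPC1 promoter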
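Compounds in DMSO were transferred onto Huh7 NPC1-luciferase reporter cells pre-incubated 2 h; after 24 h at 37 °C, Amplite reagent was dispensed and luminescence recorded 10 min later.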
Gal4-VP16 FLuc = inhibits Gal4-VP16 luciferase reporter, ROR gamma counter-screen | Drosophila S2 Gal4-VP16 UAS-luciferase, luminescence, 20 h | Potency, µM (series often up to 53.6 µM), for the others: top-dose activity, negative = inhibition, most hits filed as inhibitors | 310,000 tested, 3.5% active | AID 2546;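 further: Gal4-VP16 expression switched on by copper sulfate through the metallothionein promoter; on the % scale 0 is the no-effect control and ±100 the full control effect; nearly all actives have a fitted effect of over 50% in size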
uPA surface inh = blocks generation of uPA at the cell surface. Potency, µM (doses to about 38.3 µM), without a hit: top-dose activity change, negative = inhibition, most hits filed as inhibitors. cell surface uPA generation assay, qHTS. 330,000 tested, 0.31% active; active means well fitted inhibition curve with a large enough effect; inconclusive means small, poorly fitted or top-dose-only effect; inactive means no such curve, though single readings can be large or run the other way; tested in mouse RAW 264.7 cells; further: on the % scale 0 is the no-effect control and ±100 the full control effect; nearly all actives have a fitted effect of over 55% in size
Rab9 prom act = activators of Rab9 promoter; Huh7 Rab9 promoter-luciferase reporter, luminescence, 24 h; Potency, µM (top dose mostly 9.22 µM), for inactives: at the top dose activation, negative = inhibition, usual class: activators; 320,000 tested, 2.8% active; further: % of control where 0% means no effect; nearly all actives have a fitted effect of over 60% in size
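Using Huh7 cells stably transfected with Rab9 promoter–luciferase, compounds were incubated 24 h at 37 °C, 5% CO2; luciferase luminescence was read 10 min after reagent addition.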
BRCA1 expr act = activators of BRCA1 expression | MCF7-BRCA1-FFLuc reporter, luminescence, 48 h; response scale: scaled: vehicle 0%, 10 µM genistein 100% | Potency, µM (titrated, usually from 46.1 µM), for inactives: at the highest dose activation, usual class: activators | 380,000 tested, 1.1% active; further: nearly all actives have a fitted effect of over 80% in size; some results filed as inactive show a strong effect at the top dose
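Using MCF7 cells harboring a BRCA1 firefly luciferase reporter, plated 2 h before compound pinning, the screen measured luminescence after 48 h incubation. Responses were normalized to DMSO and 10 microM genistein, then fitted for concentration-effect.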
MBNL1 CUG block = MBNL1-poly(CUG) RNA binding inhibition; Q9NR56; TR-FRET MBNL1-His/biotin-(CUG)12 binding, 665/545 ratio; Potency, µM (highest dose often 57.5 µM), for inactives: at the top dose activity change, negative = inhibition, actives largely listed as inhibitors; 280,000 tested, 0.036% active; AID 2675; active means well fitted inhibition curve with a large enough effect in the signal ratio, with a control signal flat, not every such curve was filed as active; inconclusive means small, poorly fitted or top-dose-only effect, or effect the other way, or a change in a side signal; inactive means no such curve, though single readings can be large or run the other way; the % refers to the signal ratio; further: on the % scale 0 is the no-effect control and ±100 the full control effect
Target sequence (Q9NR56 whole entry, looked up): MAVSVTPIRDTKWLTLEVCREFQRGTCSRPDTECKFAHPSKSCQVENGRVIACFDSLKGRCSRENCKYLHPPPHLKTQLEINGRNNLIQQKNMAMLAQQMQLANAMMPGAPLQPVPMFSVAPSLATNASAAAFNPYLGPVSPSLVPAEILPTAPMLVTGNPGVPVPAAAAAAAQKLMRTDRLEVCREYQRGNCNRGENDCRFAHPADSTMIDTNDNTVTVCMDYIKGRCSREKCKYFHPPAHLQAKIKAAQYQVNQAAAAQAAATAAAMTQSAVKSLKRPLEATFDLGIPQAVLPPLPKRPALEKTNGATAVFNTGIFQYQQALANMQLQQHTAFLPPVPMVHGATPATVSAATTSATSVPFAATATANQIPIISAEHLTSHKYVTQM
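MBNL1-His + Biotin-(CUG)12, cpd titration 92 nM–58 uM; Tb anti-His Ab 0.055 ng/ul, SA-XL665 5 nM (final); 60 min RT; ratiometric 665/545 nm, Ex 340 nm; normalized to buffer and full-complex controls.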
ELG1 genotox = inducers of genotoxicity in HEK293T ELG1-luciferase cells; Potency, µM (series often up to 46 µM), for inactives: at the top dose activity change, positive = activation, hits mostly activators; 330,000 tested, 1.3% active; AID 504466; HEK293T ELG1-luciferase reporter, luminescence, 16 h; further: % of control where 0% means no effect; nearly all actives have a fitted effect of over 60% in size
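After overnight (16 hr) compound treatment at 37 °C, ELG1-luciferase HEK293T cells were lysed with ONE-Glo; luminescence quantified 30 min later at room temperature.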
MLL CXXC-DNA inh = blocks binding of human MLL CXXC domain to DNA; Q03164; MLL-CXXC / FITC-HOXA9 DNA fluorescence polarization; Potency, µM (doses to about 115 µM), inactives show at the highest dose activity change, negative = inhibition, usual class: inhibitors; 290,000 tested, 0.037% active; active means well fitted inhibition curve with a large enough effect in the polarisation, with a control signal flat, not every such curve was filed as active; inconclusive means small, poorly fitted or top-dose-only effect, or effect the other way, or a change in a side signal; inactive means no such curve, though single readings can be large or run the other way; the % refers to the polarisation
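Steps: dispense CXXC domain solution (7 uM) → pin compounds or unlabeled HOX-A9 DNA control → 5 min ambient → add FLSN-HOX-A9 solution (50 nM) → spin → 30 min ambient → fluorescence polarization. Tris pH 7.5/NaCl/DTT/BSA buffer.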
RORgamma inh = ROR gamma (mouse) transcription inhibition. P51450. Potency, µM (doses to about 53.6 µM), for the others: top-dose activity change, negative = inhibition, actives largely listed as inhibitors. Drosophila S2 Gal4-RORgamma UAS-luciferase reporter, 20 h. 310,000 tested, 5.4% active; further: on the % scale 0 is the no-effect control and ±100 the full control effect; nearly all actives have a fitted effect of over 60% in size
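ROR gamma transcriptional activity was tracked as Gal4-UAS luciferase output in stably transfected Drosophila Schneider cells, with compound added 1 hr before 700 uM copper sulfate induction and a 20 hr ambient-temperature incubation.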
The depositor's hits bear a star; ? = inconclusive; . = no result given; & = joins results of further samples; [ ] = another dose, or the depositor's remark. Unless noted, the call rests on the fitted dose curve; in most records, active means well fitted curve in the direction sought with a large enough effect; inconclusive means small, poorly fitted or top-dose-only effect, or another doubt; inactive means no such curve, though single readings can be large; an effect the other way counts as inactive or inconclusive. Potency means the concentration at half of the fitted maximal effect. The list is partial, so the mix of outcomes need not match the whole.

#	mol	p53 reactivator	FLuc counter	NPC1 prom act	Gal4-VP16 FLuc	uPA surface inh	Rab9 prom act
1	O=C(O)CSc1ccnc2cc(Cl)ccc12	-3%	-4%	-3%	-13%	-2%	-6%
2	CC(=O)OCN(C#N)c1nc(N(C)C)nc(N(C)C)n1	-2%	6%	-4%	1%	1%	2%
3	COc1ccccc1C1=NOC(C)(c2nnc(Cc3ccccc3)o2)C1 (configuration not stated)	10%	2%	-1%	.	7%	-8%
4	COCCn1c(C)cc(C(=O)COC(=O)c2n[nH]c3ccccc23)c1C	-2%	0.43µM*	0.4µM*	?	-11%	0.22µM*
5	CCCN1CCN(CCCNC(=O)c2ccc(CS(=O)c3ccccc3C)o2)CC1 (configuration not stated)	0%	-2%	-1%	-3%	1%	-5%
6	COc1ccc(OC)c(C(O)c2coc3ccc(O)c(CN4CCOCC4)c23)c1 (configuration not stated)	-1%	4%	-2%	-20%	.	2%
7	O=C(O)CS(=O)(=O)c1ccc(C(F)(F)F)cn1	-1%	-1%	-6%	-5%	3%	-1%
8	Cc1nc2sc(C(c3cccc(F)c3)N3CCC(O)CC3)c(O)n2n1 (configuration not stated)	1%	-2%	1%	-2%	0%	6%

#	BRCA1 expr act	MBNL1 CUG block	ELG1 genotox	MLL CXXC-DNA inh	RORgamma inh
1	-3%	9%	-2%	-4%	20%
2	-3%	-7%	1%	-9%	-9%
3	-11%	.	-6%	.	.
4	?	5%	0.23µM*	-1%	?
5	19%	0%	3%	4%	-6%
6	-19%	-12%	6%	-2%	?
7	5%	-5%	0%	-3%	-1%
8	-7%	4%	-1%	4%	-28%

(more compounds)
#	mol	p53 reactivator	FLuc counter	NPC1 prom act	Gal4-VP16 FLuc	uPA surface inh	Rab9 prom act
9	CCN(Cc1nc(-c2ccccc2)no1)C(=O)c1ccoc1C	-1%	3%	-1%	5%	3%	-1%
10	CN(C(=O)c1cccc(N2C(=O)C3CC=CCC3C2=O)c1)C1CCCCC1 (configuration not stated)	-6%	?	-2%	?	.	0%
11	O=C(Nc1ccccc1)N1CCc2ccccc2C1	?	21µM*	?	3%	4%	4µM*
12	COc1ccc(NC(=O)C23CCC(C)(C(=O)O2)C3(C)C)cc1 (configuration not stated)	-6%	-3%[2.3 µM]	-1%	-9%	0%	0%
13	COC(=O)CSc1nc2ccccc2nc1SCC(=O)OC	-2%	?	8%	-9%	-1%	2%
14	S=c1[nH]nc(Cn2nnc3ccccc32)n1-c1ccccc1	0%	1%	-2%	-7%	2%	1%
15	N#C/C(C(N)=O)=C1/SC=C(c2ccccc2)N1c1ccccc1	-1%	4%	-1%	-8%	-3%	-5%
16	CC(=O)c1c(C)[nH]c(C(=O)OCC(=O)NCC(C)C)c1C	4%	-2%	-6%	24%	-5%	-1%

#	BRCA1 expr act	MBNL1 CUG block	ELG1 genotox	MLL CXXC-DNA inh	RORgamma inh
9	0%	1%	-1%	44%[activator]	-1%
10	11%	4%	-12%	-13%	?
11	?	?	15%	-1%	-2%
12	0%	3%	-1%	-3%	4%
13	10%	184%[activator]	-2%	-4%	-15%
14	-11%	-13%	-2%	7%	?
15	-4%	-5%	-10%	?	-3%
16	-25%	-4%	0%	0%	-13%

(next part)
#	mol	p53 reactivator	FLuc counter	NPC1 prom act	Gal4-VP16 FLuc	uPA surface inh	Rab9 prom act
17	COc1ccc(CN2C(=O)c3cccnc3C2=O)cc1S(=O)(=O)N1CCCCC1	3%	0%	-3%	6%	6%	-7%
18	CCOc1ccc(C(=O)OCC(=O)Nc2cccc(S(=O)(=O)N3CCCC3)c2)cc1	3%	?	-3%	.	15%	0%
19	CCC(C)[C@H](NC(=O)N1CC(=O)Nc2ccccc21)C(=O)Nc1nccs1 (some centres not stated)	-3%	1%	4%	8%	3%	0%
20	O=C(CCNC(=O)C1CCN(S(=O)(=O)c2ccc(F)cc2)CC1)NCCc1cccc(F)c1	2%	2%	-1%	-6%	-2%	-1%
21	CCOC(=O)c1[nH]cnc1C(=O)NC(C)C	9%	-1%	-1%	-1%	4%	-4%
22	O=S(=O)(Nc1ccc2c(c1)OCCO2)c1cccc(F)c1	.	-2%	4%	11%	2%	4%
23	COCCNC(=O)CN(C(=O)Cn1nnc2ccccc21)c1ccccc1C	-1%	0%	-4%	1%	5%	1%
24	CC(C)Nc1nc(NNc2nc(Cl)nc(NC(C)(C)C)n2)nc(NC(C)C)n1	-2%	1%	0%	1.8µM*	9%	-2%

#	BRCA1 expr act	MBNL1 CUG block	ELG1 genotox	MLL CXXC-DNA inh	RORgamma inh
17	3%	?	4%	-12%	0%
18	-12%	.	1%	.	.
19	-1%	-11%	8%	5%	4%
20	-20%	0%	0%	39%[activator]	12%
21	17%	-26%	3%	4%	-32%
22	-3%	3%	0%	?	67%
23	-5%	-3%	0%	0%	-4%
24	-16%	.	-1%	-3%	0.4µM*

Next entries follow:
#	mol	p53 reactivator	FLuc counter	NPC1 prom act	Gal4-VP16 FLuc	uPA surface inh	Rab9 prom act
25	CCC1CN(C(=O)NCc2ccc(C)cc2)c2ccccc2O1 (configuration not stated)	-2%	0%&-19%	2%	5%	3%	-8%
26	O=S(=O)(c1c(F)cccc1F)N1CCN(Cc2c(O)ccc3ccccc23)CC1	9%	2%	-3%	.	-5%	-6%
27	Cc1c(NC(=O)CSc2nnc3c4ccccc4n(CCc4ccccc4)c3n2)c(=O)n(-c2ccccc2)n1C	0%	6%	-5%	11%	-10%	13%
28	O=C(CSc1nnc(Cc2cccs2)n1-c1ccccc1)Nc1ccc2c(c1)OCCO2	3%	-3%	-4%	1%	5%	-4%
29	N#Cc1ccc(/C=C/C(=O)c2ccco2)cc1	-37%[inhibitor]	?	1%	?	-5%	0%
30	COc1ccc(C2c3ccc4ccccc4c3Oc3ncn(CCN4CCOCC4)c(=N)c32)cc1 (configuration not stated)	-26%	1%	-3%	?	-14%	7%
31	CCOCCCn1c(=N)c(C(=O)NCc2ccc3c(c2)OCO3)cc2c(=O)n3ccccc3nc21	29%	1%	3%	-1%	.	3%
32	COc1cc(CN2CCNC(=O)C2CC(=O)N(C)CCC2CCOCC2)cc(OC)c1 (configuration not stated)	-4%	1%	-2%	8%	2%	1%

#	BRCA1 expr act	MBNL1 CUG block	ELG1 genotox	MLL CXXC-DNA inh	RORgamma inh
25	-42%	-9%	-1%	-4%	9%
26	-26%	.	-2%	.	.
27	7%	?	-12%	-7%	-1%
28	-30%	-1%	-2%	0%	4%
29	-34%	-11%	-19%	1%	?
30	-86%[inhibitor]	-3%	2%	-2%	-40%
31	.	?	-6%	36%[activator]	5%
32	12%	3%	0%	3%	-40%

(more compounds)
#	mol	p53 reactivator	FLuc counter	NPC1 prom act	Gal4-VP16 FLuc	uPA surface inh	Rab9 prom act
33	Clc1ccc(-c2cn(-c3ccccc3)c3[n+]2CCS3)cc1	3%	-2%	-8%	-4%	-6%	-24%
34	COc1ccc(NC(C)=O)cc1NC(=O)CN1CCN(CC(=O)Nc2ccccc2Cl)CC1	-1%	-2%	3%	-14%	3%	-1%
35	COc1ccc(-c2nnc(NC(=O)Cc3ccccc3)o2)cc1	-1%	-9%	-3%	2.8µM*	-1%	7%
36	NC(=O)C1CCN(C(c2ccccc2F)c2nnnn2Cc2ccco2)CC1 (configuration not stated)	-4%	3%	2%	-3%	0%	4%

#	BRCA1 expr act	MBNL1 CUG block	ELG1 genotox	MLL CXXC-DNA inh	RORgamma inh
33	-21%	18%	-6%	23%	-13%
34	-8%	-16%	-9%	-4%	-10%
35	14%	4%	-1%[9.26 µM]	2%	1.6µM*
36	-13%	10%	-1%	1%	-4%

Reformatted: entries from further up.
nr | SMILES | p53 reactivator | FLuc counter | NPC1 prom act | Gal4-VP16 FLuc | uPA surface inh | Rab9 prom act | BRCA1 expr act | MBNL1 CUG block | ELG1 genotox | MLL CXXC-DNA inh | RORgamma inh
35 | COc1ccc(-c2nnc(NC(=O)Cc3ccccc3)o2)cc1 | -1% | -9% | -3% | 2.8µM* | -1% | 7% | 14% | 4% | -1%[9.26 µM] | 2% | 1.6µM*
36 | NC(=O)C1CCN(C(c2ccccc2F)c2nnnn2Cc2ccco2)CC1 (configuration not stated) | -4% | 3% | 2% | -3% | 0% | 4% | -13% | 10% | -1% | 1% | -4%

Copied from the list.
compound 34 in p53 reactivator has -1%
compound 35 in MLL CXXC-DNA inh has 2%
compound 36 in RORgamma inh has -4%

Assay outcomes: PubChem, National Center for Advancing Translational Sciences (NCATS)
